Screening data: PubChem, several laboratories
D1 mod: D1 dopamine receptor (human) allosteric modulation. P21728. HEK293 D1, CRE-luciferase, dopamine EC30 potentiation; actives deviate in either direction. B-score at 10 µM. 5.9% of 58,000 active. AID 641;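 active means luminescence count or its row- and column-corrected plate score outside the 99.7% band of the plate's sample wells, on either side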
Hsp90 inh: displaces geldanamycin probe from tumor Hsp90; P07900; NCI-N417 lysate Hsp90, Cy3B-geldanamycin FP displacement; inhibition, % at 30 µM; 0.35% of 64,000 active; AID 429;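 active means inhibition above 50%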;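 further: 0% = tracer plus lysate wells and 100% = tracer alone without lysate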
HER2 expr 66K: lowers expression of human Her2 kinase; SKBR-3 HER2 protein level, AlphaScreen, 18-24 h; active compounds read low; 0.69% of 65,000 active; HER2 level % of control, % at 10 µM;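 active means HER2 level under 5% of the carrier-only control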;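 further: 100% = DMSO carrier and 0% = 500 nM PU-H71 HSP90 inhibitor; lower value means stronger loss of Her2 protein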
M1 ag: M1 muscarinic receptor agonism; CHO-M1 cells, Fluo-4 calcium fluorescence, agonist mode; active compounds read high; 3% of 64,000 active; AID 626; B-score at 10 µM;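 active means fluorescence rise, raw or as B-score row- and column-corrected plate score, outside the 99.7% band of its plate's samples, either direction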
Ec RNAP inh: inhibitors of Escherichia coli RNA polymerase | E. coli RNA polymerase, fluorescence transcription assay | 0.2% of 62,000 active | inhibition, %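 (tested at 10 µM)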; in the data active means inhibition above about 20%;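 further: 0% = enzyme without compound and 100% = no enzyme blank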
M1 antagonist: antagonists of rat M1 muscarinic receptor | P08482 | CHO-M1 cells, Fluo-4 calcium, ACh EC80 antagonist mode; active compounds read low | B-score at 10 µM | 3.4% of 64,000 active | AID 628;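 active means calcium fluorescence response, raw or row-and-column corrected B-score, differing from the plate sample mean either way at a set confidence level, mostly lower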
NADH coupling: inhibition of NAD/NADH coupling enzymes, library profiling; 0.02% of 65,000 active; IC50, µM (highest dose often 10 µM), for inactives: top-dose inhibition; AID 774; coupled PK/LDH NADH assays, four targets;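 active means single-dose screening hits from any of four coupled enzyme assays that gave an IC50 when retested across doses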;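 further: the DPM-DC format reads NADH fluorescence rather than 340 nm absorbance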
5HT1a ag: 5-HT1a (human) receptor agonism | activation, % at 10 µM | 0.56% of 65,000 active | CHO 5-HT1a Ga15 NFAT-bla reporter, FRET ratio; 0% basal, 100% maximal reference agonist | AID 567 | P08908;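 active means activation above the screen-wide mean activation plus 3 SD, cut at about 19% in these data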;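 further: 0% = DMSO wells and 100% = 5-CT at EC100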
Fluor 339 460: intrinsic fluorescence of library compounds, ex339/em460 – biochemical, MLSMR library, data from DPM-DC assay, artefact control, profiling panel; 5.5% of 65,000 active; compound autofluorescence, ex339/em460 nm, NADH buffer; active compounds read high; 1 = no-compound wells, NADH background; fluorescence fold increase at 10 µM;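 active means at 10 µM, mean starting fluorescence two-fold or more over control wells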;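 further: signal is the first read of a kinetic run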
* hit, by the source's call; nt = no result given. These rows are one share of the data, so the mix of outcomes need not match the whole.

SMILES	D1 mod	Hsp90 inh	HER2 expr 66K	M1 ag	Ec RNAP inh	M1 antagonist	NADH coupling	5HT1a ag	Fluor 339 460
O=c1[nH]c(=O)n(CCC2=CCCCC2)c(O)c1C=NC1CCN(Cc2ccccc2)CC1	-0.96	-3	47	-1.1	2	-0.076	1%	-1.7	1.1
COC(=O)CC1(CC(=O)OC)C(=O)NC(=O)NC1=O	0.41	-4	106	-0.48	-1	0.34	1%	-2.5	1.1
CCCCN1C(=O)NC(=O)C2(Cc3c(nc4c(C)cccn4c3=O)N3CCc4ccccc4C32)C1=O (configuration not stated)	2.8	-1	1.2*	1.6	4	-0.68	2%	2.1	1.2
Cc1ccc(-n2c(O)c(C=NC3CCCCC3N)c(=O)[nH]c2=O)cc1C (configuration not stated)	0.56	-5	103	-0.84	3	1.2	2%	-2.2	1.1
CCC(=Nc1ccc2c(c1)CCC2)c1c(O)n(C)c(=O)n(C)c1=O	-1.9	1	109	-0.41	2	0.13	5%	-3.1	1.1
CC(C)NS(=O)(=O)c1ccc(OCC(=O)N2CCN(Cc3ccccc3)CC2)cc1	0.44	-4	75	-1.2	nt	0.27	6%	-1.7	1.1
CN(C)c1nc(OCCNC(=O)COc2ccc(Cl)cc2Cl)nc(N2CCCCC2)n1	-0.17	-1	132	-0.11	5	-0.21	5%	-1.0	1.1
CC12CN3CC(C)(CN(C1)C3c1ccco1)C2=O (configuration not stated)	-0.89	-2	89	1.3	2	-1.2	6%	1.7	1.1
CCC(=NCc1cccnc1)c1c(O)n(Cc2ccccc2)c(=O)[nH]c1=O	4.8*	-3	103	-0.094	10	-1.4	4%	-2.0	1.1
c1ccc2c(CN3CCCCCCC3)c[nH]c2c1	nt	-3	68	-0.35	11	0.031	20%	1.5	1.1
O=C(CN1CCCC1=O)N1CCOCC1	-0.57	2	114	-0.47	6	-0.28	3%	0.1	1.1
CCOC(=O)[C@@]1(C#N)[C@@H]2C=CC(C(N)=O)=CN2[C@@H](C(N)=O)[C@@H]1c1cccc(Cl)c1	nt	0	106	2	0	0.006	6%	-0.4	1.1
c1cncc(C2CCCCN2Cc2ccc3c(c2)OCO3)c1 (configuration not stated)	0.029	-3	87	0.042	6	-1.3	1%	-0.6	1.1
COc1ccc(C2NCc3ccc4c(c3-n3cccc32)OCO4)cc1O (configuration not stated)	0.91	-4	84	-2.3	8	-2.2*	2%	-0.9	1
CCOC(=O)c1cccc([P+](=O)O)c1	-0.1	-2	90	1.5	-6	-0.033	1%	-1.7	1.1
CCOC(=O)C1CCCCC12C(C#N)=C(N)Oc1n[nH]c(C)c12 (configuration not stated)	0.048	-1	102	-0.033	-3	1.1	2%	-4.0	1.1
CC(C)(C)P(=O)(c1ccncc1)N1CCCC1 (configuration not stated)	-0.16	1	102	-0.93	3	0.89	3%	-2.8	1
CCCC(=O)C1C(=O)NC(=O)NC1=O	-0.024	-1	79	0.1	nt	0.82	6%	-0.6	1
CC(=NCC1CCCO1)c1c(O)n(Cc2ccccc2)c(=O)[nH]c1=O (configuration not stated)	0.99	0	79	-0.49	8	0.78	3%	-2.4	1.1
Cc1n[nH]c(C)c1CCN	0.057	-2	107	-0.075	8	-0.45	3%	-1.7	1.1
Cc1ccc2nsnc2c1-n1c(C)nc2ccccc2c1=O	0.069	-7	97	-0.53	6	-0.016	2%	-1.6	1

Among those listed so far, 8 have four or more nitrogen atoms.
SMILES	D1 mod	Hsp90 inh	HER2 expr 66K	M1 ag	Ec RNAP inh	M1 antagonist	NADH coupling	5HT1a ag	Fluor 339 460
O=c1[nH]c(=O)n(CCC2=CCCCC2)c(O)c1C=NC1CCN(Cc2ccccc2)CC1	-0.96	-3	47	-1.1	2	-0.076	1%	-1.7	1.1
CCCCN1C(=O)NC(=O)C2(Cc3c(nc4c(C)cccn4c3=O)N3CCc4ccccc4C32)C1=O (configuration not stated)	2.8	-1	1.2*	1.6	4	-0.68	2%	2.1	1.2
Cc1ccc(-n2c(O)c(C=NC3CCCCC3N)c(=O)[nH]c2=O)cc1C (configuration not stated)	0.56	-5	103	-0.84	3	1.2	2%	-2.2	1.1
CN(C)c1nc(OCCNC(=O)COc2ccc(Cl)cc2Cl)nc(N2CCCCC2)n1	-0.17	-1	132	-0.11	5	-0.21	5%	-1.0	1.1
CCC(=NCc1cccnc1)c1c(O)n(Cc2ccccc2)c(=O)[nH]c1=O	4.8*	-3	103	-0.094	10	-1.4	4%	-2.0	1.1
CCOC(=O)[C@@]1(C#N)[C@@H]2C=CC(C(N)=O)=CN2[C@@H](C(N)=O)[C@@H]1c1cccc(Cl)c1	nt	0	106	2	0	0.006	6%	-0.4	1.1
CCOC(=O)C1CCCCC12C(C#N)=C(N)Oc1n[nH]c(C)c12 (configuration not stated)	0.048	-1	102	-0.033	-3	1.1	2%	-4.0	1.1
Cc1ccc2nsnc2c1-n1c(C)nc2ccccc2c1=O	0.069	-7	97	-0.53	6	-0.016	2%	-1.6	1
